Source: PubChem (Sanford-Burnham Center for Chemical Genomics)
hIAP inh: blocks human intestinal alkaline phosphatase; P09923; purified IAP, CDP-Star luminescence, 30 min; inhibition, % at 10 µM; 0.12% of 330,000 active;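 active means inhibition reaching a set limit with compound at 10 µM in the primary screen, cut at about 35% in these data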;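 further: plate controls were DMSO wells with enzyme for no effect and no-enzyme buffer wells for full effect; values of inactives mirror those of a sister screen read the other way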
Target sequence (P09923 whole entry, looked up): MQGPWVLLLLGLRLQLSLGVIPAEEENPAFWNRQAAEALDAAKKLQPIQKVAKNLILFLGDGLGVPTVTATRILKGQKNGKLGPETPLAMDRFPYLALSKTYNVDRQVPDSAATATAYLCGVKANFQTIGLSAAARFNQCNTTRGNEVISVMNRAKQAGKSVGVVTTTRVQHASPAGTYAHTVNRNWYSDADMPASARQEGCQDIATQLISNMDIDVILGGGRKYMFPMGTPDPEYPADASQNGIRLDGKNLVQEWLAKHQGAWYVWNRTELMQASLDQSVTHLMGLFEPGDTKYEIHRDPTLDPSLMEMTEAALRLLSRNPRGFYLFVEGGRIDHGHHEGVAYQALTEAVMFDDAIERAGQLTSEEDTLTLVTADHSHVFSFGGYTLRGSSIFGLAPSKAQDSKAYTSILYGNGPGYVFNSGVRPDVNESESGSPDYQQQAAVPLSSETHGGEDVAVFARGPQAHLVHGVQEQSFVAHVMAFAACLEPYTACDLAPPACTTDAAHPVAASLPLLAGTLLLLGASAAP
mIAP act: mouse IAP activation | muIAP, CDP-Star luminescence, 30 min; active compounds read high; 1 = vehicle-only enzyme signal, 0 = enzyme-free wells | activation factor at 10 µM | 0.24% of 330,000 active;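 active means activation factor of at least 2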; further: the source names both 10 and 20 µM as test concentration; values of inactives mirror those of a sister screen read the other way
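System: Mouse IAP enzyme | Also added: CDP-Star substrate | Dosing: Compounds dispensed in DMSO | Schedule: 30 min enzyme-substrate-compound incubation at room temperature | Technique: Chemiluminescence readout | Control set: DMSO-only wells and no-enzyme negative control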
ATG4B inhibitor: inhibitors of human ATG4B cysteine protease; Q9Y4P1; ATG4B cleavage of LC3-PLA2, NBD-HPC fluorescence, 1 h; inhibition, % at 8.33 µM; 0.51% of 340,000 active; AID 504462; in the data active means inhibition above about 40%
HKDC1 inhibitor: inhibitors of human hexokinase HKDC1. recombinant HKDC1, G6PDH/diaphorase resazurin coupled fluorescence. inhibition, % at 20 µM. Q2TB90. 0.16% of 340,000 active;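 active means inhibition above about 35% when tested at 20 µM, limit read from the data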;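 further: plate controls were DMSO wells with enzyme for no effect and DMSO wells lacking enzyme for full effect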
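Material: recombinant HKDC1 hexokinase; Amount: HKDC1 at 5 µg/mL; Medium: Tris pH 8.0 buffer with MgCl2, Tween-20, BSA, BME; Schedule: 90 min reaction incubation at room temperature, dark; Technique: coupled resazurin fluorescence, excitation 525 nm, emission 613 nm.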
A3A deaminase: inhibitors of human APOBEC3A DNA deaminase; P31941; recombinant A3A, FAM/TAMRA ssDNA deamination fluorescence; inhibition, % at 20 µM; 0.41% of 330,000 active; AID 493011;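 active means at least 40% inhibition at 20 µM here, with at most 30% in a related deaminase screen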;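 further: plate controls were A3A with DMSO for no effect and wells lacking A3A enzyme for full effect; some results filed as inactive read as strong as hits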
Target sequence (P31941 whole entry, looked up): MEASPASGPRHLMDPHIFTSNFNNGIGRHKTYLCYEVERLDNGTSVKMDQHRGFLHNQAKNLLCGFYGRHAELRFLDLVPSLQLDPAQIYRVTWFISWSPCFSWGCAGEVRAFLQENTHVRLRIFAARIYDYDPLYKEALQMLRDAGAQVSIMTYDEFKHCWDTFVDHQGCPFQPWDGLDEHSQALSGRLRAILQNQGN
PfG6PD inh: PfG6PD (Plasmodium falciparum) enzyme inhibition. PfGluPho enzyme, NADPH resazurin-diaphorase fluorescence. inhibition, % at 20 µM. 0.78% of 350,000 active. AID 504690;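 active means inhibition reaching at least a set limit at 20 µM in the primary screen, cut at about 59% in these data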;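 further: 0% = DMSO wells with substrate and 100% = DMSO wells lacking glucose-6-phosphate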
mIAP inh: mouse IAP inhibition | purified mouse IAP, CDP-Star luminescence, 30 min | inhibition, % at 10 µM | 0.2% of 330,000 active;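 active means inhibition of at least 40% at 10 µM in the primary screen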;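 further: plate controls were DMSO with enzyme for no effect and no enzyme wells for full effect; values of inactives mirror those of a sister screen read the other way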
hIAP activ: human IAP activation. purified human IAP, CDP-Star luminescence, 30 min; active compounds read high; 1 = vehicle-only enzyme, 0 = enzyme-free background. activation factor at 10 µM. P09923. 0.16% of 330,000 active;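 active means activation factor of the enzyme at least 2-fold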; further: the source names both 10 and 20 µM as test concentration; values of inactives mirror those of a sister screen read the other way
The depositor's hits bear a star; · = no result given. Random draw from the library; 2.4% or so of the library scored in one or more.

SMILES	hIAP inh	mIAP act	ATG4B inhibitor	HKDC1 inhibitor	A3A deaminase	PfG6PD inh	mIAP inh	hIAP activ
COc1ccc(N(CC(=O)NN=C2CCN(C)CC2)S(=O)(=O)c2ccccc2)c(OC)c1	25	0.94	7	1	2	-11	6	0.75
O=C(NCCN1CCOCC1)c1cccc(Br)c1	4	0.9	2	-2	-1	-2	10	0.96
COC(=O)N/N=C/c1ccc(-c2cc(Cl)cc(Cl)c2)o1	8	1	-6	0	5	4	0	0.93
NC(=O)c1c(NC(=O)c2ccc(N3C(=O)CCC3=O)cc2)sc2c1CCCC2	-6	0.89	-2	5	-1	49	11	1.1
C[C@H](CO)N1C[C@H](C)[C@@H](CN(C)Cc2ccncc2)Oc2c(NS(=O)(=O)c3ccccc3)cccc2C1=O	15	0.91	6	-7	-2	-11	9	0.85
Cc1ccsc1C(=O)N(C)C1CCS(=O)(=O)C1 (stereo not given)	-6	1.1	-6	-4	7	2	-9	1.1
O=C(c1ccco1)N1CCN(c2ncccn2)CC1	2	1	-1	-2	0	-4	-2	0.98
COc1ccccc1Nc1nc2nonc2nc1N1CCCCC1C (stereo not given)	13	0.82	-6	-18	-4	-20	18	0.87
O=C(Cc1ccccc1)N1CCN=C1SCc1ccc([N+](=O)[O-])cc1	16	0.89	-4	-7	-5	4	11	0.84
COc1cc2c(cc1OC)C(c1cccs1)N(C(=O)c1ccncc1)CC2 (stereo not given)	19	0.94	-5	-7	-3	2	6	0.81

Of the compounds above, 2 contain a halogen:
SMILES	hIAP inh	mIAP act	ATG4B inhibitor	HKDC1 inhibitor	A3A deaminase	PfG6PD inh	mIAP inh	hIAP activ
O=C(NCCN1CCOCC1)c1cccc(Br)c1	4	0.9	2	-2	-1	-2	10	0.96
COC(=O)N/N=C/c1ccc(-c2cc(Cl)cc(Cl)c2)o1	8	1	-6	0	5	4	0	0.93

The results go on:
SMILES	hIAP inh	mIAP act	ATG4B inhibitor	HKDC1 inhibitor	A3A deaminase	PfG6PD inh	mIAP inh	hIAP activ
CN(Cc1ccccc1)Cc1nc2c(c(=O)n(C)c(=O)n2C)n1Cc1ccccc1Cl	6	0.87	-4	5	-2	-15	13	0.94
O=C(Nc1cccc(C(=O)N2CCOCC2)c1)c1ncn[nH]1	-14	1	5	14	0	0	-3	1.1
COc1cc(N2C(=O)CC3(CCCC3)CC2=O)cc(OC)c1OC	-10	1	-4	-3	0	7	-1	1.1
Cc1ccn2c(NC3CCCCC3)c(C(C)C)nc2c1	10	1	-9	1	-2	-6	-4	0.9
CC1CCCN(c2ccc(F)cc2N)C1 (stereo not given)	8	0.9	-8	-1	2	1	10	0.92
COC(=O)c1c(NC(C)=O)sc(C(=O)Nc2ccccc2C)c1C	-19	0.9	-6	16	-3	-3	10	1.2
CCOc1ccc(NC(=O)C2CCN(c3nnnn3-c3ccccc3)CC2)cc1	-6	0.94	-9	-1	-1	-20	6	1.1
CCCNC(=O)c1cccc(Br)c1	0	0.96	-2	-5	-2	-11	4	1
CCNc1oc(-c2ccccc2F)nc1S(=O)(=O)c1ccccc1	-14	1	-1	-1	-1	-8	-2	1.1
O=C1C2C3C=CC(C3)C2C(=O)N1Nc1c(Cl)cc(Cl)cc1Cl (stereo not given)	1	0.95	5	-2	1	11	5	0.99

Rewritten with the structure last: entries from further up.
hIAP inh	mIAP act	ATG4B inhibitor	HKDC1 inhibitor	A3A deaminase	PfG6PD inh	mIAP inh	hIAP activ	SMILES
-19	0.9	-6	16	-3	-3	10	1.2	COC(=O)c1c(NC(C)=O)sc(C(=O)Nc2ccccc2C)c1C
-6	0.94	-9	-1	-1	-20	6	1.1	CCOc1ccc(NC(=O)C2CCN(c3nnnn3-c3ccccc3)CC2)cc1
0	0.96	-2	-5	-2	-11	4	1	CCCNC(=O)c1cccc(Br)c1

The list goes on.
SMILES	hIAP inh	mIAP act	ATG4B inhibitor	HKDC1 inhibitor	A3A deaminase	PfG6PD inh	mIAP inh	hIAP activ
C=C1CCC[C@]2(C)C[C@H]3OC(=O)C(CNC(C)CC)[C@H]3CC12 (stereo not given in full)	8	0.92	-9	3	-1	-17	8	0.92
NC(=O)[C@@H]1CCCNc2c(F)cc([N+](=O)[O-])cc2C(=O)N[C@@H](CO)C(=O)NCC(=O)N1	19	1	-7	6	-1	2	-3	0.81
Cc1cc(C)nc(N/C(=N/S(=O)(=O)Cc2ccccc2)Nc2ccccc2)n1	0	0.96	-9	-5	3	-7	4	1
Cc1ccc(-c2csc(NC(=O)c3cccc(S(=O)(=O)N4CCN(C)CC4)c3)n2)cc1	19	0.91	-21	-1	-3	6	9	0.81
COc1cc(C(CC(=O)Nc2ccccn2)N2Cc3ccccc3C2=O)cc(OC)c1OC (stereo not given)	-12	1	-10	3	-2	2	-2	1.1
CCCNC(=O)C(=O)c1cccn1-c1ccsc1C(=O)OC	9	0.77	-5	-3	4	-9	23	0.91
CCSc1nnc(NC(=O)c2cc(OC)c(OC)c(OC)c2)s1	-8	1.1	-8	-12	-2	17	-15	1.1
COc1ccc(-n2c(=O)c3c4c(sc3n(Cc3cccc(F)c3)c2=O)CN(C(C)=O)CC4)c(OC)c1	0	0.98	·	·	-2	·	2	1
Cc1cc(C(=O)CN2C(=O)C(=O)N(Cc3ccccc3)C2=O)c(C)n1Cc1ccc(F)cc1	8	1.1	-56	4	-2	-15	-10	0.92
COc1cccc(CSc2nc3ccccc3cc2C=O)c1	-43	0.93	13	7	-2	-16	7	1.4
OCC1(Cc2ccccc2)CCN(Cc2ccc(C(F)(F)F)cc2)CC1	2	0.88	-5	14	0	-2	12	0.98
CCOC(=O)CSc1nc(C)c(Oc2ccc(Cl)cc2Cl)c(=O)[nH]1	5	0.96	7	1	5	-13	4	0.95
Cc1ccc(C)c(C(=O)CN2Cc3ccccc3C2=O)c1	-19	0.95	-2	-3	-2	-2	5	1.2
Cc1c(NC(=S)NC(=O)c2cc3ccccc3o2)c(=O)n(-c2ccccc2)n1C	1	0.98	24	-4	2	-10	2	0.99
CCCCC(=O)Nc1ccc(C(=O)NNC(=O)c2ccc(C)c(Br)c2)cc1	-62	0.97	6	14	12	-13	3	1.6
CCC(C)c1ccc(C2C3=C(Nc4nc(N)[nH]c(=O)c42)c2ccccc2C3=O)cc1 (stereo not given)	7	0.92	0	3	2	3	8	0.93
C=CCn1cc(/C=C/c2cc[n+](C)cc2)c2ccccc21	-83	0.99	-12	3	38	5	1	1.8
COc1ccc(C(=O)Nc2nc(-c3cccs3)cs2)cc1	-32	1.1	16	2	-4	56	-6	1.3
CCCCCOc1cccc(C2C(C(=O)c3cccs3)=C(O)C(=O)N2CCN2CCOCC2)c1 (stereo not given)	8	0.98	-1	2	0	-23	2	0.92
CC1CCN(C(=O)Cn2c(=O)oc3cc(S(=O)(=O)N4CCCCC4)ccc32)CC1	-7	0.9	-1	-6	2	-12	10	1.1
COc1ccc(NC(=S)NC(=O)c2csnn2)cc1	-7	0.85	7	-8	-3	28	15	1.1
O=C(NCc1ccncc1)c1ccccc1Nc1ccc(SC(F)F)cc1	14	1	-5	4	-2	-15	-4	0.86
O=C(CCl)NNc1cccc(Cl)n1	-20	0.99	-3	-2	-6	51	1	1.2
Cc1ccc(NC(=O)c2cc(-c3ccccc3)n[nH]2)cc1	-17	0.93	-6	-6	-3	-1	7	1.2
CC(=O)NC(Cc1cccc(F)c1)C(=O)NC1CCN(C(=O)c2cccc(C)c2)CC1 (stereo not given)	6	0.91	3	-6	-3	-16	9	0.94
O=C(COC(=O)/C=C/c1ccccc1[N+](=O)[O-])NCC(F)(F)F	1	1	-1	-9	-2	-17	-5	0.99
CCCCNC(=O)c1cc(C)nc2ccccc12	-9	1.1	-6	-4	-11	-6	-12	1.1
COc1ccc(OCc2cc(C(=O)N3CCN(CC(=O)N(C)C)CC3)no2)c(Cl)c1	-7	1	-2	-2	-3	-2	-1	1.1
CCOC(=O)c1ccc(NS(=O)(=O)c2c(C)n(C)c(=O)n(C)c2=O)cc1	20	0.9	-7	-4	1	-18	10	0.81
O=C(Nc1ccc(Cl)cc1Cl)c1cc2ccccc2o1	3	0.98	-4	-7	3	-2	2	0.97
O=C(O)c1ccc(-n2cncn2)c([N+](=O)[O-])c1	4	1.1	6	7	-5	-9	-14	0.96
Cc1cccc(Nc2nc3c(S(=O)(=O)c4ccccc4)nnn3c3ccccc23)c1	0	0.94	0	-11	1	14	6	1
O=C(CC1Nc2c3ccccc3nc(=S)n2C1=O)NC1CCCCC1 (stereo not given)	8	0.92	·	·	1	·	8	0.92
Cc1ccc(S(=O)(=O)N2CCN(C(C)C(=O)N3CCCc4ccccc43)CC2)cc1 (stereo not given)	6	1	-9	-4	-4	-6	-3	0.94
Cc1c(C(=O)N(C)C2CCCCC2)sc2ncnc(N3CCN(c4ccccc4F)CC3)c12	29	1	14	1	-3	10	-4	0.71
O=c1c(F)cn(C2CCCO2)c(=O)n1Cc1ccccc1F (stereo not given)	1	1	-9	-5	-4	-8	-1	0.99
Cc1ccccc1/C=N/N1C(=O)CSC1=S	8	0.82	5	0	-1	-6	18	0.92
CCc1cc(=O)oc2cc(OCC(=O)NC3CC(C)(C)NC(C)(C)C3)ccc12	-26	0.94	-5	-5	-4	7	6	1.3
O=c1[nH]cnc2c1C1(CCCC1)Cc1ccccc1-2	11	0.91	1	4	1	4	9	0.89
CC1CC(C)CN(CC(=O)NNC(=O)COc2ccc(Cl)cc2)C1 (stereo not given)	-87	1.1	-5	-5	0	14	-14	1.9

6 entries out of the list above, sorted by the value under mIAP act, high to low:
SMILES	hIAP inh	mIAP act	ATG4B inhibitor	HKDC1 inhibitor	A3A deaminase	PfG6PD inh	mIAP inh	hIAP activ
O=C(O)c1ccc(-n2cncn2)c([N+](=O)[O-])c1	4	1.1	6	7	-5	-9	-14	0.96
Cc1c(C(=O)N(C)C2CCCCC2)sc2ncnc(N3CCN(c4ccccc4F)CC3)c12	29	1	14	1	-3	10	-4	0.71
Cc1cccc(Nc2nc3c(S(=O)(=O)c4ccccc4)nnn3c3ccccc23)c1	0	0.94	0	-11	1	14	6	1
O=C(CC1Nc2c3ccccc3nc(=S)n2C1=O)NC1CCCCC1 (stereo not given)	8	0.92	·	·	1	·	8	0.92
O=c1[nH]cnc2c1C1(CCCC1)Cc1ccccc1-2	11	0.91	1	4	1	4	9	0.89
Cc1ccccc1/C=N/N1C(=O)CSC1=S	8	0.82	5	0	-1	-6	18	0.92

Later entries.
SMILES	hIAP inh	mIAP act	ATG4B inhibitor	HKDC1 inhibitor	A3A deaminase	PfG6PD inh	mIAP inh	hIAP activ
Cc1cc(C)cc(OCC(=O)NN2C(=O)c3ccccc3C2=O)c1	-1	0.88	-4	-11	-3	17	12	1
Cc1ccc(-c2nnc(SCC(=O)Nc3nc4c(s3)CCCC4)n2C)cc1	20	0.91	-10	-7	-4	5	9	0.8
COc1cc(/C=C2\SC(=S)N(C(Cc3ccccc3)C(=O)O)C2=O)ccc1O (stereo not given)	28	0.72	6	2	-2	1	28	0.72
O=P(OC1CCCCC1)(OC1CCCCC1)C(O)c1cccnc1 (stereo not given)	2	0.9	4	-6	-1	-12	10	0.98
Cc1cccc(N=Nc2cnc(N)s2)c1	1	0.76	7	-3	8	33	24	0.99
Cn1c(SCC(=O)NCc2cccs2)nnc1-c1ccc(S(=O)(=O)N2CCCC2)cc1	3	1	0	11	0	-13	0	0.97
